Screening results as filed in PubChem.
Shiga toxin inh = inhibitors of Shiga toxin in Vero cells | Vero cells, Shiga toxin protein synthesis inhibition reporter | inhibition, % at 38.7 µM | 9.2% of 290,000 active | AID 2315; in the data active = inhibition mostly above about 28%, no sharp cut-off; inactive = mostly below about 43%; note: 0% is about no effect
FBPA Giardia inh = blocks Giardia fructose-bisphosphate aldolase activity. 0.71% of 290,000 active. purified Giardia FBPA. Potency, µM (top dose mostly 59.6 µM), for inactives: at the highest dose activity, negative = inhibition, actives largely listed as inhibitors; note: potency is the fitted concentration of half-maximal effect; % is set by controls: 0 for no effect and ±100 for the full control effect; nearly all actives have a fitted effect of over 55% in size
Target sequence (A8B2U2 whole entry, looked up): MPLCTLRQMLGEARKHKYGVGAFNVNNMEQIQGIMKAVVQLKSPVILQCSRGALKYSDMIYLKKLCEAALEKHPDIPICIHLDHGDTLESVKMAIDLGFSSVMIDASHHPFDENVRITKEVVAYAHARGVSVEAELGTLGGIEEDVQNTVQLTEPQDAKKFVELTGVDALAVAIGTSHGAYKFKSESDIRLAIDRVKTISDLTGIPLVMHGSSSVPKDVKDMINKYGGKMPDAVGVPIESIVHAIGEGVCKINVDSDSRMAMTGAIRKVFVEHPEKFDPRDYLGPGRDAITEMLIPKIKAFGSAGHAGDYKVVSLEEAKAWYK
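Giardia FBPA (40 nM reagent) was preincubated 10 min at RT with compound (up to 57.5 uM final), then substrate plus GAPDH/TPI/NAD/arsenate coupling system with diaphorase/resazurin was added; resorufin fluorescence (525/598 nm) was read after 20 min.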
Pf growth 96h = P. falciparum growth inhibition at 96 hours; P. falciparum luciferase reporter growth, 96 h; Potency, µM (highest dose often 28.7 µM), inactives show top-dose activity change, negative = inhibition, hits mostly inhibitors; 6.9% of 320,000 active; AID 504834; note: potency is the fitted concentration of half-maximal effect; % is set by controls: 0 for no effect and ±100 for the full control effect
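Luminescence readout: decreased luciferase signal marks inhibited growth of reporter-expressing P. falciparum in infected red cells (2% hematocrit, 0.05% parasitemia final), exposed to compound two generations (96 h, 37 C, 5% CO2).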
Sm TGR inh = inhibitors of Schistosoma mansoni thioredoxin glutathione reductase. Q962Y6. purified TGR, DTNB reduction, TNB absorbance 405 nm. Potency, µM (highest dose often 114 µM), for inactives: top-dose activity change, negative = inhibition, hits mostly inhibitors. 3% of 360,000 active. AID 485364; note: potency is the fitted concentration of half-maximal effect; % is set by controls: 0 for no effect and ±100 for the full control effect; nearly all actives have a fitted effect of over 60% in size
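First, TGR (20 nM dispensed) and NADPH were mixed with compound. Second, a 15 min room-temperature incubation followed. Third, further NADPH and then DTNB were added to start the reaction. Finally, TNB absorbance was monitored kinetically.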
Pf growth 48h = P. falciparum growth inhibition at 48 hours (one generation); P. falciparum luciferase growth in erythrocytes, 48 h; Potency, µM (top dose mostly 28.7 µM), for the others: top-dose activity change, negative = inhibition, actives largely listed as inhibitors; 5.9% of 310,000 active; AID 504832; note: potency is the fitted concentration of half-maximal effect; % is set by controls: 0 for no effect and ±100 for the full control effect
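Parasite viability was followed by luminescence of a genomically integrated firefly luciferase. Cultures held 0.1% parasitemia at 2% hematocrit (final), incubated under 5% CO2 at 37 C.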
CHX counter = counter-screen for Shiga toxin inhibitors: cycloheximide protein synthesis inhibition | cell reporter, cycloheximide protein synthesis inhibition counterscreen | max response, % | 12% of 300,000 active | AID 2314; in the data active = max response mostly above about 13%, no sharp cut-off; inactive = mostly below about 14%; note: read at 38.3 µM for the half of the compounds with a filed dose; 0% is about no effect
Active calls of the source: *; ? = inconclusive; nt = not tested or not shown; + = active, no number; [ ] = dose if it differs, or a comment. Unless noted, calls come from the whole dose curve; as a rule, active = well fitted curve in the direction sought with a large enough effect; inconclusive = small, poorly fitted or top-dose-only effect, or another doubt; inactive = no such curve, though single readings can be large; an effect the other way counts as inactive or inconclusive.

compound	Shiga toxin inh	FBPA Giardia inh	Pf growth 96h	Sm TGR inh	Pf growth 48h	CHX counter
CC(CCc1ccccc1)NC(=O)CN(C)Cc1ccc(F)cc1 (configuration not stated)	1	-1%	-3%	-1%	-3%	-2
CC1CCC(NC(=O)Cn2c(=O)oc3ccccc32)CC1 (configuration not stated)	-8	nt	?	?	-1%	29
O=C(Nc1ccccc1-c1nc2ccccc2s1)c1cccnc1	15	2%	21%	6%	23%	5
CC(C)[C@H](NC(=O)N1c2ccccc2NC(=O)[C@@H]1C(C)C)C(=O)N[C@H](C(=O)O)c1ccccc1	3	-9%	8.3µM*	-18%	?	5
CCc1ccc(OCC(=O)OC2CCS(=O)(=O)C2)cc1 (configuration not stated)	30	-1%	152%[activator]	8%	0%	20
CCOCC(=O)NCc1ccc2c(c1)cc(C)n2C	-2	-17%	?	-19%	-12%	1
O=C1OCCC1Sc1nc2ccccc2n1Cc1ccccc1 (configuration not stated)	15	-1%	?	-11%	-3%	-1
O=C(CN1C(=O)S/C(=C\C=C\c2ccccc2)C1=O)Nc1ccccc1C(=O)O	-6	6%	10%	?	-3%	-2
Cc1ccc(-n2c(Cl)c(Cl)[nH]c(=O)c2=O)cc1	-6	8%	-2%	4%	8%	16
CC(c1ccccc1)N1CC(C(=O)N2CCCC(C(N)=O)C2)CC1=O (configuration not stated)	nt	nt	-14%	-23%	-11%	nt
Cn1c(=O)c(C(N)=S)cn(-c2ccccc2)c1=O	-4	7%	43%[activator]	3%	52%[activator]	-1
Cc1nnc(SCC(=O)Nc2ccc(N(C)C)cc2)n(N)c1=O	-9	0%	31%[activator]	-8%	11%	-1
Cc1ccc(-c2nnc(N(C)C(=O)c3ccccn3)s2)cn1	12	-15%	?	3%	23%	13*
COc1ccc(-n2c(C)cc(/C=C(\C#N)C(=O)NCc3ccco3)c2C)cc1	51*	-23%	?	-7%	4.7µM*	47*
CCN(CC)c1ccc(/C=N/NC(=O)Cc2cccs2)c(O)c1	78*	-14%	?	0%	?	32*
COc1ccc(C2=Nn3c(nnc3-c3ccccn3)SC2)cc1	-3	0%	?	0%	nt	-7
O=C(CN1CCC(n2nnc3cc(F)ccc32)CC1)NNC(=O)c1ccccc1	-16	2%	?	-3%	1%	-3
CCc1nnc(NC(=O)CN2CCN(c3nc(-c4ccccc4)cs3)CC2)s1	-8	0%	9.3µM*	-18%	10µM*	-6
CC(=O)Nc1ccc(NC(=O)CSc2nnc(NC(=O)Cc3ccc(F)cc3)s2)cc1	-3	nt	2%	-22%	9%	-3
OC(CN1CCN(c2ccccc2F)CC1)c1ccc(F)cc1 (configuration not stated)	12	-6%	?	16%	?	9.9*
Cc1c(NC(=O)Nc2ccc(F)cc2F)c(=O)n(-c2ccccc2)n1C	-12	nt	15%	?	-3%	3
CC(=O)Nc1ccc(NC(=O)CSc2nnc(NC(=O)C3CC3)s2)cc1	17	nt	1%	-9%	0%	1
O=C(CCN1C(=O)COc2ccccc21)N1CCC2(CC1)OCCO2	-3	6%	-15%	7%	5%	-3
C=CCn1c(SCC(=O)NC2CCCCC2)nnc1C(C)NC(=O)c1cccs1 (configuration not stated)	15	7%	41%[activator]	2%	-9%	-2
O=S(=O)(NCCNS(=O)(=O)c1ccc(F)cc1)c1ccc(F)cc1	-13	-2%	nt	-9%	18%	-1
COc1ccccc1NC(=O)CCNC(=O)Cn1ccc2ccccc2c1=O	-8	1%	-10%	-33%	0%	-1
CCOc1ccc2nc(NCCNC(=S)NCCCN(C)C)c(C#N)cc2c1	16	-5%	-13%	0%	?	-5
COc1ccc(OC(C)C(=O)Nc2ccc([N+](=O)[O-])cc2)cc1 (configuration not stated)	-8	5%	15µM*	0%	?	-2
Cn1c(=O)n(C)c2cc(S(=O)(=O)Nc3ccc(F)cc3)ccc21	0	1%	?	8%	0%	1
COc1ccc(C(=O)NNC(=O)C(C)NC(=O)c2ccccc2NC(=O)c2ccco2)cc1 (configuration not stated)	23	3%	27%	-6%	9%	9
O=C(NCc1ccccn1)C(=O)NCC(c1ccco1)N1CCN(c2ccc(F)cc2)CC1 (configuration not stated)	25	-7%	4%	8%	13%	-4
O=C(CCc1ccccc1)NNc1cc(N2CCCCC2)nc(N2CCCCC2)n1	1	-15%	?	?	?	-2
CCCn1c(C)cc(C=O)c1C	-2	2%	?	-4%	-2%	-6
COc1ccc(NS(=O)(=O)c2cc(NC(=O)/C=C/c3cccs3)ccc2N2CCOCC2)cc1	-3	-3%	7.4µM*	-5%	?	1
Cc1cc(N(C)C)nc(SC(C)C)n1	13	-5%	18%	-6%	-9%	6
CC(=O)Nc1ccc(S(=O)(=O)N2CCC(n3cnc4cc(F)ccc43)CC2)cc1	-16	2%	5%	-13%	0%	-2
CCSc1nnc(Nc2ccccc2)s1	90*	-3%	-5%[5.75 µM]	1%	77%[activator]	34*
Cc1cccc(-n2ncc3c(N4CCCc5ccccc54)ncnc32)c1	39	-5%	-32%	10%	nt	31
COc1ccc(CCNC(=O)c2ccc(CNc3nc(=S)[nH]c4ccccc34)cc2)cc1OC	-7	1%	-6%	6%	?	-2
O=C(CCCCCN1C(=O)c2ccccc2C1=O)Nc1ccc(S(=O)(=O)N2CCCCC2)cc1	-11	3%	nt	1%	-10%	-1
O=C(COC(=O)c1cc(-c2cccnc2)nc2ccccc12)Nc1ccc(F)cc1F	26	6%	0%	-5%	28%	-1
O=C(/C=C/c1ccc(F)cc1)NCCCn1ccnc1	19	-7%	-9%	-14%	31%[activator]	2
CCN(CC)CCN1C(=O)C(O)=C(C(=O)c2cccs2)C1c1ccc(C)o1 (configuration not stated)	27*	-26%	?	28µM*	47%[activator]	22*
O=C(Cc1ccc(S(=O)(=O)N2CCOCC2)s1)Nc1cc(Cl)ccc1Cl	nt	nt	?	-12%	13µM*	nt
CCOC(=O)Cc1csc(NS(=O)(=O)c2ccc(Br)cc2)n1	-5	19%	27%	1%	10%	-5
COc1cccc(N(C(=O)CNC(=O)c2ccco2)C(C(=O)NC2CCCCC2)c2cccnc2)c1 (configuration not stated)	-9	17%	?	20%	-16%	-3
CN(C)C(=O)Oc1ccc2c(c1)O/C(=C\c1cccc(Cl)c1)C2=O	-6	2%	35%[activator]	6%	34%[activator]	3
COc1ccc(CCNCC(=O)Nc2ccc(C)c(S(=O)(=O)N(C)C)c2)cc1OC	-2	?	?	13%	?	-2
Cc1ccccc1OCC(=O)NC(=S)Nc1cccc2cc(O)ccc12	-4	nt	33%[activator]	-16%	37%[activator]	-2
Cc1cccc(-n2c(C)cc(/C=N/n3cnnc3)c2C)c1	13	-10%	?	-25%	0%	-2

(cont.)
compound	Shiga toxin inh	FBPA Giardia inh	Pf growth 96h	Sm TGR inh	Pf growth 48h	CHX counter
COc1ccc(OC)c(NC(=O)Nc2ccccc2C)c1	4	-4%	-1%	-2%	11%	-2
N#CCCCSc1ncccc1-c1nc2ccccc2[nH]1	74	-14%	nt	-24%	34%[activator]	28*
COc1cc(Cl)c(C)cc1NC(=O)Cc1ccc(OC)c(OC)c1	3	0%	?	5%	?	2
CC(C)(/C=N/NC(=O)CSCc1ccccc1Cl)CCC#N	-1	3%	355%[activator]	-11%	29%	6
Cn1nccc1C(=O)NC1CC(C)(C)Cc2c1cnn2-c1ccc(F)cc1 (configuration not stated)	28	3%	77%[activator]	2%	-6%	0
Cc1ccc(Cl)cc1NC(C#N)c1ccccc1 (configuration not stated)	-3	-1%	14%	13%	6%	-2
O=C(Nc1ccc(NC(=O)c2ccco2)cc1)c1ccc2c(c1)OCCO2	-19	3%	309%[activator]	1%	-11%	17
CC(=O)c1cccc(NC(=O)COc2nsnc2N2CCOCC2)c1	-1	-1%	?	-11%	20%	0
COC(=O)c1cc(NC2c3ccccc3C(=O)N2c2ccc(Cl)cn2)cc(C(=O)OC)c1 (configuration not stated)	27	-12%	?	1%	27%	14*
Cc1cccc(NC(=O)CSCC(=O)Nc2ccccc2C(=O)NC2CC2)c1	nt	nt	2%	3%	-5%	nt

Reformatted with each value named: entries from further up
Cc1cccc(NC(=O)CSCC(=O)Nc2ccccc2C(=O)NC2CC2)c1
  Shiga toxin inh: nt	FBPA Giardia inh: nt	Pf growth 96h: 2%	Sm TGR inh: 3%	Pf growth 48h: -5%	CHX counter: nt

COC(=O)c1cc(NC2c3ccccc3C(=O)N2c2ccc(Cl)cn2)cc(C(=O)OC)c1 (configuration not stated)
  Shiga toxin inh: 27	FBPA Giardia inh: -12%	Pf growth 96h: ?	Sm TGR inh: 1%	Pf growth 48h: 27%	CHX counter: 14*

Cn1nccc1C(=O)NC1CC(C)(C)Cc2c1cnn2-c1ccc(F)cc1 (configuration not stated)
  Shiga toxin inh: 28	FBPA Giardia inh: 3%	Pf growth 96h: 77%[activator]	Sm TGR inh: 2%	Pf growth 48h: -6%	CHX counter: 0

CC(=O)c1cccc(NC(=O)COc2nsnc2N2CCOCC2)c1
  Shiga toxin inh: -1	FBPA Giardia inh: -1%	Pf growth 96h: ?	Sm TGR inh: -11%	Pf growth 48h: 20%	CHX counter: 0

Carrying on.
compound	Shiga toxin inh	FBPA Giardia inh	Pf growth 96h	Sm TGR inh	Pf growth 48h	CHX counter
CC(=O)Nc1cccc(/C(C)=N/NC(=O)c2c(-c3ccccc3Cl)noc2C)c1	14	10%	-15%	-2%	-15%	0
CCOC(=O)CCCCCN1C(=O)c2cccc3cccc(c23)C1=O	8	-3%	6.6µM*	-1%	34%[activator]	-1
CN(C)c1ncc(S(=O)(=O)c2ccccc2)c(N)n1	-6	3%	4%	16%	-1%	0
O=C1NC(=O)C2(CCc3ccccc32)N1 (configuration not stated)	4	-3%	-15%	3%	14%	-2
N[C@@H](Cc1ccc(O)cc1)C(=O)Nc1ccc2ccccc2c1	nt	nt	64%	-8%	66%[activator]	nt
CCOC(=O)c1ccc(NC(=O)C(=O)NCC2(c3ccc(OC)cc3)CCOCC2)cc1	-2	-2%	?	9%	?	1
O=C(O)c1cc(Cl)c(Cl)cc1C(=O)N1CCOCC1	-20	11%	nt	-14%	?	-1
O=c1[nH]cnc2sc3c(c12)CCCC3	6	-9%	nt	9%	12%	3
O=C(NNc1cccc(Cl)n1)C(F)(F)F	15	20µM*	2.3µM*	7%	12µM*	8
O=c1c2c([nH]n1-c1ccccc1)CCCC2	27	-2%	3%	nt	-3%	1
Cc1cccc(NC(=S)NCc2cccn2C)c1	17	-5%	12µM*	-20%	nt	9
CCOC(=O)c1sc(NS(=O)(=O)c2ccccc2Cl)nc1C	-9	3%	nt	-5%	-10%	-1
C=CCOc1ccc(Br)cc1CNC(C)(C)CO	-11	0%	10%	nt	-8%	4
CN1CCN(c2nc(-c3ccco3)cc(C(F)(F)F)n2)CC1	-25	5%	nt	-26%	-19%	-1
Nc1nc(SCC(=O)c2ccc(Br)s2)n[nH]1	-7	9%	17%	8%	-10%	-2
CN(C(=O)c1ccc2c(=O)n3c(nc2c1)CCCCC3)c1ccccc1	+	8%	-16%	4%	-30%	13
COc1ccccc1NC(=O)CSc1nncn1N	8	3%	16%	4%	18%	-3
C#CCN1C(=O)C2(C(C#N)=C(N)OC(C)=C2C(=O)OCc2ccccc2)c2ccccc21 (configuration not stated)	-4	-14%	?	10%	?	-2
Cc1noc(C)c1C(=O)Nc1nc2ccc(Cl)cc2s1	89*	nt	49%[activator]	-7%	50%[activator]	42*
N[C@@H](CCC(=O)N[C@@H](CSN=O)C(=O)NCC(=O)O)C(=O)O	nt	nt	5%	-27%	4%	nt
O=C(N/N=C/c1ccccc1F)NC1CCCCC1	33*	2%	-4%	3%	157%[activator]	18*
